Nrf2 inh: blocks Nrf2 signaling; A549 ARE-Fluc reporter, luciferase luminescence, 18-24 h; Potency, µM (titrated, usually from 46 µM), for inactives: top-dose activity change, negative = inhibition, hits mostly inhibitors; actives 2.1% (n = 360,000); further: potency means the concentration at half of the fitted maximal effect; on the % scale 0 is the no-effect control and ±100 the full control effect; nearly all actives have a fitted effect of over 60% in size
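Cells were seeded and rested 2 h, then exposed to compounds for 18-24 h. CellTiter-Fluor was read first as a viability measure. BugLite was added 15 min before the final luminescent read of ARE-luciferase activity in A549 cells.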
Mm-Cpn inhibitor: M. maripaludis TRiC chaperonin inhibition; purified Mm-Cpn ATPase, ADP Transcreener TR-FRET; Potency, µM (titrated, usually from 76.9 µM), without a hit: top-dose activity, negative = inhibition, most hits filed as inhibitors; actives 0.031% (n = 330,000); further: potency means the concentration at half of the fitted maximal effect; on the % scale 0 is the no-effect control and ±100 the full control effect; nearly all actives have a fitted effect of over 80% in size
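ATPase read-out: TR-FRET ADP immunoassay (anti-ADP Eu cryptate vs ADP-d2), ex 320 nm, em 590/665 nm; signal drops as ADP forms. Enzyme 25 nM, ATP 10 uM, 30 min at 37°C after 10 min compound preincubation.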
A549 tox: A549 cytotoxicity, counter-screen for Nrf2 inhibitors; A549 ARE-Fluc cells, CellTiter-Fluor viability, 18-24 h; Potency, µM (doses to about 46 µM), without a hit: at the highest dose activity change, negative = cytotoxicity, actives largely listed as inhibitors; actives 0.16% (n = 390,000); AID 504648; further: potency means the concentration at half of the fitted maximal effect; on the % scale 0 is the no-effect control and ±100 the full control effect
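A549 ARE-Fluc cells in 5% FBS OPTI-MEM, 5000 cells/well, rested 2 h then exposed to compounds in concentration-response for 18-24 h at 37 °C. Viability by CellTiter-Fluor fluorescence (Ex 405/Em 525) after 30 min; luciferase luminescence (BugLite, 15 min, RT) read afterwards.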
CCT modulator: changes cytosolic chaperonin activity; purified chaperonin ATPase assay, HTRF ADP detection, 30 min; activity change, % (test concentration not listed), hits read low; actives 0.3% (n = 360,000); in the data active means activity change below about -30%; further: on the % scale 0 is the no-effect control and ±100 the full control effect
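ATPase activity: ADP formed was measured by HTRF Transcreener (665/615 nm ratio) after 30 min at 37 deg C with 10 uM ATP. Compounds screened at one 76 uM concentration against 40 or 20 nM TRiC in Tris pH 7.4/KCl/MgCl2/DTT buffer.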
Abeta yeast res: A-beta toxicity reversal in yeast. yeast expressing A-beta42, growth rescue, OD600, 48 h; response scale: 0% DMSO, 100% iron-clioquinol control. Potency, µM (series often up to 46.1 µM), for inactives: top-dose growth rescue, usual class: activators. actives 0.063% (n = 410,000); further: potency means the concentration at half of the fitted maximal effect; nearly all actives have a fitted effect of over 55% in size
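Growth rescue measured by 600 nm absorbance after 48 h yeast culture at 30 C with compound. Values normalized between DMSO and an equimolar ferric chloride plus clioquinol control.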
Nrf2 activator: Nrf2 pathway activation | actives 0.31% (n = 410,000) | AID 624171 | Potency, µM (doses to about 46.1 µM), without a hit: at the highest dose activation, actives largely listed as activators | AREc32 ARE-luciferase reporter (MCF7-derived line), luminescence, 24 h; further: potency means the concentration at half of the fitted maximal effect; % of control where 0% means no effect; nearly all actives have a fitted effect of over 65% in size
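For detection, Steady-Glo was added and plates sat 30 min at RT; before that, AREc32_Fluc cells grown overnight in OPTI-MEM/5% FBS had been treated with 23 nL compound for 24 hr at 37 deg C.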
HepG2 viability: HepG2 cytotoxicity, counter-screen for TGF-b inhibitors. HepG2 CAGA-GFP viability, ATP luminescence, 18 h. Potency, µM (doses to about 46.1 µM), without a hit: at the highest dose activity change, negative = cytotoxicity, most hits filed as cytotoxic. actives 0.76% (n = 410,000). AID 588856; further: potency means the concentration at half of the fitted maximal effect; some results filed as inactive show a strong effect at the top dose
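HepG2 CAGA-GFP cells (1000/well, DMEM with 1% FBS) received compound, then TGF-beta at 500 pg/mL final, and were incubated 18 hours at 37 degrees C. Viability was read by CellTiter-Glo luminescence. Media-only wells were set as complete cell-killing and DMSO as no toxicity.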
TGFb inhibitor: TGF-b pathway inhibition | HepG2 CAGA-GFP TGF-b/SMAD3 reporter, GFP fluorescence, 18 h; TGF-beta stimulated, 500 pg/mL final | actives 1.2% (n = 410,000) | Potency, µM (series often up to 46.1 µM), for the others: top-dose activity, negative = inhibition, actives largely listed as inhibitors; further: potency means the concentration at half of the fitted maximal effect; on the % scale 0 is the no-effect control and ±100 the full control effect; nearly all actives have a fitted effect of over 65% in size
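Using HEPG2 CAGA-GFP reporter cells at 1000 cells/well, we pinned test compounds, stimulated with recombinant TGF-beta (500 pg/mL final) and measured total well GFP after 18 h.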
Akt phos inh: blocks phosphorylation of Akt; Neuro2A IGF-stimulated pAkt S473 HTRF, 20 min; active compounds read low; activity change, % for hits at 50 µM; actives 0.32% (n = 360,000); AID 651550; in the data active means activity change below about -80%; inconclusive means mostly about -51% to -80%; further: on the % scale 0 is the no-effect control and ±100 the full control effect
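Single-point screen (50 µM final compound) in Neuro2A cells stimulated 20 min with 6 nM IGF at 37 deg C. After lysis, Ser473-phosphorylated Akt read by HTRF (ex 330 nm, em 615/665 nm) as the 665/615 ratio.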
* hit, by the source's call; i = inactive; ? = inconclusive; nt = no result given; & = joins results of further samples; [ ] = remark or other dose. Unless noted, the call rests on the fitted dose curve; in most records, active means well fitted curve in the direction sought with a large enough effect; inconclusive means small, poorly fitted or top-dose-only effect, or another doubt; inactive means no such curve, though single readings can be large; an effect the other way counts as inactive or inconclusive.

canonical_smiles | Nrf2 inh | Mm-Cpn inhibitor | A549 tox | CCT modulator | Abeta yeast res | Nrf2 activator | HepG2 viability | TGFb inhibitor | Akt phos inh
COc1ccc(-n2c(SCC(=O)NCC3CCCO3)nc3c([nH]c4ccccc43)c2=O)cc1 (stereo not given) | 5.0% | ? | -3.5% | -2.0 | 15.7% | 2.7% | 1.3% | 42.5%[activator] | i
CCOC(=O)C1=NNC2(c3ccc(C)cc3)C(=O)N(c3ccccc3)C(=O)C12 (stereo not given) | 3.9% | -4.3% | 2.3% | -2.5 | -6.5% | 0.0% | 18.0% | 19.0% | i
COc1ccc(-c2csc(NC(=O)CN3C(=O)NC4(CCCC4)C3=O)n2)c(OC)c1 | ? | -1.6% | -6.3% | -8.3 | 25.8% | 3.7% | 0.0% | 0.0% | i
Cc1ccccc1NC(=O)Cc1nc(COC(=O)CNC(=O)c2ccc(Cl)cc2Cl)cs1 | nt | nt | nt | -1.2 | 5.2% | 0.8% | -4.7% | 1.0% | i
CCOc1ccccc1N1CCN(CC(=O)N(C2CCCC2)C2CCS(=O)(=O)C2)CC1 (stereo not given) | 10.1% | 2.6% | 1.1% | -0.6 | -2.7% | -1.8% | -9.8% | -3.7% | i
Oc1cc(Nc2cccnc2)cc2cccnc12 | 4.3% | -1.6%&-0.2% | -2.3% | nt | -20.6% | -4.4% | -56.8% | ? | nt
CC12CN3CC(C)(CN(C1)C3c1ccc(F)cc1)C2 (stereo not given) | -9.4% | 0.9% | 5.0% | -4.3 | -9.3% | -0.4% | -15.2% | -2.6% | i
COc1ccc(OC(=O)OCc2ccccc2)cc1 | nt | nt | nt | -0.4 | -11.2% | 0.6% | 5.2% | 7.3% | i
COc1ccc(C(=O)CC(Sc2ccccc2N)c2ccc(OC)cc2)cc1 (stereo not given) | nt | nt | nt | 1.8 | 11.5% | ? | -56.0% | ? | i
Cc1ccc(N2C(=O)[C@@H]3Cc4ccccc4CN3C2=O)cc1 | 20.8% | -0.3% | 0.0% | -1.0 | -1.1% | -0.5% | 2.1% | -32.9% | i
COc1ccc(-c2nc(N)n(C(C)=O)n2)cc1 | 28.1% | -0.2% | 7.0% | 1.4 | 9.5% | 0.0% | -19.7% | 11.2% | nt
COc1ccc(NC(=O)N[C@@H](Cc2ccccc2)C(=O)NN)cc1 | -19.7% | 0.9% | 4.3% | 3.3 | 0.7% | 0.0% | 0.4% | 6.6% | i
O=C(Cn1nnc(-c2ccc(Cl)cc2)n1)NCC1CCCCC1 | -13.6% | 0.4% | -10.7% | -1.4 | -9.9% | -0.6% | -3.4% | -9.8% | i
CCOC(=O)C(CC)n1nc(C)n2c(cc3sccc32)c1=O (stereo not given) | 1.5% | -6.0% | 7.6% | 1.1 | -8.6% | 4.5% | -15.0% | -17.6% | i
COc1ccc(-c2ccc(=O)n(Cc3ccc([N+](=O)[O-])cc3)n2)cc1 | -2.2% | -2.0% | 4.3% | -1.1 | nt | 5.5% | 9.4% | 1.0% | i
CCOc1ccc(C(=O)NCCn2cc(SCC(=O)NCCc3ccc(OC)c(OC)c3)c3ccccc32)cc1 | -30.0% | nt | -8.9% | nt | -7.9% | 10.8% | -16.1% | ? | nt
CCOc1ccccc1N(CC(=O)N/N=C/c1cc(Br)ccc1OC)S(C)(=O)=O | ? | -0.9% | ? | -0.4 | -2.6% | 6.9% | -21.3% | ? | i
COC1CCN(C(=O)c2ccc(OC3CCN(CCc4ccccc4)CC3)cc2)CC1 | 1.1% | -7.2% | 0.4% | 1.4 | -7.1% | -1.0% | -1.6% | 61.6%[activator] | i
COC(=O)CCC(=O)N1CCCC(C(=O)c2cc(F)ccc2F)C1 (stereo not given) | -7.6% | 1.3% | -5.1% | -5.0 | 3.1% | -2.1% | -1.1% | 7.2% | i
O=P(O)(Cc1ccccc1)c1ccccc1 | nt | nt | nt | -0.8 | 1.0% | 0.2% | 3.3% | 6.4% | i
CC(=O)c1ccc(OCc2ccc(C(=O)c3ccccc3)cc2)cc1 | ? | -19.5% | -15.3% | 0.8 | -6.5% | 0.4% | 6.8% | -5.7% | i
CCOC(=O)C1CCCN(Cc2c(F)cccc2Cl)C1 (stereo not given) | 2.4% | 0.5% | 16.1% | -0.8 | 18.1% | -1.0% | -17.7% | 4.3% | i
Cc1ccc(S(=O)(=O)NCCC(=O)N2CCCCCCC2)cc1 | 8.2% | 0.9% | 9.0% | 0.0 | 1.8% | -0.6% | 0.1% | 0.0% | i
COc1ccc(CO/N=C/c2c(C)[nH]c(=O)[nH]c2=O)cc1 | -11.0% | -23.9% | -4.2% | 0.6 | 13.9% | -0.3% | 5.7% | 3.7% | i
COc1cccc(CN(Cc2ccco2)C(c2ccc(F)cc2)c2nnnn2C(C)(C)C)c1 (stereo not given) | ? | 2.3% | -4.4% | 1.9 | -10.0% | 10.1% | 2.9% | ? | i

Compound profiles, from the list above. Screens in order: Nrf2 inh | Mm-Cpn inhibitor | A549 tox | CCT modulator | Abeta yeast res | Nrf2 activator | HepG2 viability | TGFb inhibitor | Akt phos inh
CCOc1ccccc1N(CC(=O)N/N=C/c1cc(Br)ccc1OC)S(C)(=O)=O is entered as ? | -0.9% | ? | -0.4 | -2.6% | 6.9% | -21.3% | ? | i
Cc1ccc(S(=O)(=O)NCCC(=O)N2CCCCCCC2)cc1 is entered as 8.2% | 0.9% | 9.0% | 0.0 | 1.8% | -0.6% | 0.1% | 0.0% | i

(listing goes on)
canonical_smiles | Nrf2 inh | Mm-Cpn inhibitor | A549 tox | CCT modulator | Abeta yeast res | Nrf2 activator | HepG2 viability | TGFb inhibitor | Akt phos inh
O=c1c2ccccc2nc2n1C(CSCc1cccc(C(F)(F)F)c1)CS2 (stereo not given) | nt | -2.8% | -20.9% | -4.1 | -15.5% | -0.4% | -21.9% | -17.4% | i
CC(C)CCN(C(=S)Nc1cccc(F)c1)C(C)c1cccs1 (stereo not given) | ? | -0.7% | -4.8% | 0.7 | ? | 0.1% | 0.2% | ? | i
CN(C)S(=O)(=O)N1CCN(CC(=O)Nc2ccc(F)cc2)CC1 | 3.4% | 2.0% | 0.7% | 0.6 | 0.5% | -1.3% | 2.1% | 5.3% | i
Cc1ccc(-c2nnc(-c3ccccc3)c(N3CCOCC3)n2)cc1 | -12.3% | -9.4% | -4.1% | -0.3 | -25.1% | -0.1% | -39.5% | 60.0%[activator] | i
COC(=O)c1ccc2c(=O)n(CCN3CCOCC3)c(SCC(=O)Nc3ccccc3Cl)nc2c1 | -13.2% | 0.2% | -3.6% | 0.5 | 24.8% | -0.5% | -1.2% | 1.1% | i
COc1ccc(-n2c(CN3CCC(C)CC3)nc3ccc([N+](=O)[O-])cc3c2=O)c(OC)c1 | -8.3% | 1.4% | -6.2% | -0.3 | -0.1% | 0.6% | -22.3% | ? | i
O=C(Nc1ccc(N2CCCCCC2)cc1)c1ccc[nH]1 | ? | -15.8% | 0.5% | 2.6 | -12.9% | -0.3% | -5.5% | 3.6% | i
CCOC(=O)C(NCCCO)c1ccccc1 (stereo not given) | 5.4% | -2.7% | 0.0%[1.84 µM] | -3.1 | -7.6% | -0.4% | -11.6% | 2.2% | i
Cc1cccc(OCC(=O)N/N=C/c2cn[nH]c2-c2ccc(Cl)c(Cl)c2)c1 | ? | -1.7% | -19.4% | -5.6 | 10.2% | 3.6% | -66.1% | ? | i
c1coc(C2=Nc3cccc4cccc(c34)N2)c1 | -19.3% | -5.8% | -15.4% | 1.6 | 9.2% | 2.6% | -5.0% | -1.2% | i
O=C(NNC(=O)NC1CCCCC1)NC1CCCCC1 | -0.6% | 3.4% | 1.5% | -3.5 | 2.4% | 0.6% | 27.3% | 12.3% | i
COc1nc(N(C)C)nc(N(C#N)CCOC(C)=O)n1 | 7.1% | 1.0% | 1.6% | -3.0 | -5.1% | 0.3% | 2.0% | 12.5% | i
Cc1ccc(N(CC(N)=O)C2SC(=O)NC2=O)cc1 (stereo not given) | 1.6% | 3.4% | 18.7% | -1.9 | -8.1% | -0.2% | -36.5% | -21.5% | i
CCOc1cc(N2CCOCC2)c(OCC)cc1NC(=O)c1cccc(S(=O)(=O)N2CCOCC2)c1 | -6.4% | -0.4% | 6.6% | -0.4 | 2.5% | 0.5% | 2.8% | -9.8% | i
O=C(CCS(=O)(=O)c1ccccc1)Nc1nc2cc3c(cc2s1)OCCO3 | ? | -2.5% | -3.8% | -1.5 | -1.0% | ? | -87.0% | 12.6µM* | i
COCCOC(=O)c1c(NC(=O)CN2CCc3ccccc32)sc(C(N)=O)c1C | ? | -0.4% | -6.5% | -1.9 | 9.1% | 0.3% | -7.4% | 7.4% | i
CC(=O)c1ccc(S(=O)(=O)Nc2cccc(-c3ccc(N4CCOCC4)nn3)c2)cc1 | -8.5% | -0.5% | 22.9% | 0.6 | -3.5% | 2.8% | -25.9% | -20.9% | i
CN1CCN(CCc2cn3ncc(C#N)c3nc2-c2ccc(F)cc2)CC1 | 19.4% | -3.1% | 4.6% | 1.3 | -11.2% | 0.0% | 3.7% | 4.6% | i
CC1CCN(S(=O)(=O)c2nnc(NC(=O)c3cccc([N+](=O)[O-])c3)s2)CC1 | ? | 1.4% | -10.1% | 0.1 | -3.3% | 0.0% | -5.1% | -13.6% | i
CCOc1c2ccc(C(=O)NCCCCc3ccccc3)cc2nn1CC | -1.7% | -1.3% | 2.3% | -6.3 | -3.3% | -1.2% | -37.4% | -1.8% | i

Screening results from PubChem.
